M1 ag – activates human CHRM1 receptor | CHO-K1 hM1, Fluo-8 calcium fluorescence, agonist mode; 0% DMSO, 100% acetylcholine EC100 | AID 588814 | activation, % at 3 µM | actives 0.33% (n = 360,000);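 active = activation above the run's mean compound activation plus 3 SD, cut at about 16% in these data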;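 note: peak over basal fluorescence ratio within a 140 s kinetic read after compound addition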
Target sequence (P11229 whole entry, looked up): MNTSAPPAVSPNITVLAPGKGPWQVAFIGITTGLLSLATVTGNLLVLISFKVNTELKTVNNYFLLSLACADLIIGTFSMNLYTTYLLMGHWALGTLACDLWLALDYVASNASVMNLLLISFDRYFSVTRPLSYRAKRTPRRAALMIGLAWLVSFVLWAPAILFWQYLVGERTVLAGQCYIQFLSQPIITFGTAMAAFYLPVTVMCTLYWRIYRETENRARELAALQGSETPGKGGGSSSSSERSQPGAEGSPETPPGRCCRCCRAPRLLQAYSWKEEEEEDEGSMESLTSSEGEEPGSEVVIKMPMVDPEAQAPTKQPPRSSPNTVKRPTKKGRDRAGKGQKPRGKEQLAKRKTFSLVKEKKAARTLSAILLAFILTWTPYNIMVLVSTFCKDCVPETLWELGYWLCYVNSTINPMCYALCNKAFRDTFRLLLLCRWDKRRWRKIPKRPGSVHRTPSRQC
CHRM1 PAM – human CHRM1 positive allosteric modulation; P11229; CHO-K1 hM1, Fluo-8 calcium fluorescence, ACh EC20; 0% = ACh EC20, 100% = maximal ACh; activation, % at 3 µM; actives 0.088% (n = 360,000); AID 588819; in the data active = activation above about 19%, passing the limit was not always enough
M1 PAM parental – nonselective activator or artifact in parental CHO-K1 calcium assay. ATP EC20, Fluo-8 calcium fluorescence; 0% at ATP EC20, 100% at ATP max. activation, % at 3 µM. actives 0.02% (n = 360,000). AID 602247;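 active = activation above the run cutoff, the mean activation of all test compounds plus 3 SD, cut at about 40% in these data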;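 note: peak over basal fluorescence ratio in a 140 s read after ATP addition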
M1 ag parental – counter-screen for M1 agonists: effect in parental CHO-K1 cells. actives 0.48% (n = 360,000). activation, % at 3 µM. Fluo-8 calcium fluorescence; scaled to maximal ATP response, vehicle zero; in the data active = activation above about 15%;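 note: untransfected CHO-K1 host cells lacking M1 receptor as counterscreen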
TAAR1 antag – antagonists of human TAAR1; actives 1.5% (n = 360,000); inhibition, % at 3 µM; AID 624466; Q96RJ0; CHO RD-HGA16 TAAR1, Fluo-8 calcium fluorescence, antagonist;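 active = inhibition above a per-plate cutoff, the mean inhibition of test compounds on that plate plus 3 SD, cut at about 49% in these data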;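 note: 0% = DMSO plus EC80 beta-PEA response and 100% = DMSO alone without agonist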
Target sequence (Q96RJ0 whole entry, looked up): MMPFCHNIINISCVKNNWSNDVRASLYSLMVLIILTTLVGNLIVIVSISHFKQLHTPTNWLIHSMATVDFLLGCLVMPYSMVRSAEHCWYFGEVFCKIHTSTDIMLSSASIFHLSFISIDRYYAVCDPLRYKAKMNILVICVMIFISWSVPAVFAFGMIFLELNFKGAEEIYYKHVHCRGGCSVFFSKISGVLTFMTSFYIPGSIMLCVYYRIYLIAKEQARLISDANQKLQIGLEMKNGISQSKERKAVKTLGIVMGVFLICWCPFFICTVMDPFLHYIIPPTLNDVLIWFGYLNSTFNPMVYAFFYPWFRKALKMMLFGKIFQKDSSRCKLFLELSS
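Test system: RD-HGA16 CHO cells with stable hTAAR1 and Gα16 / Probe or stimulus: EC80 β-phenethylamine stimulus / Times: seeding 17-24 h prior, 75-min 37 °C, 30-min RT dye loading / Detection: Fluo-8 calcium-sensitive fluorescence / Read-out basis: % inhibition scaled between DMSO and EC80 PEA controls / Repeats: singlicate, one well per test compound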
TAAR1 ag – agonists of human TAAR1 | CHO RD-HGA16 TAAR1, Fluo-8 calcium fluorescence; vehicle wells 0%, saturating PEA agonist 100% | activation, % at 3 µM | actives 0.99% (n = 360,000) | AID 624467;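 active = activation above the mean activation of all test compounds in the run plus 3 SD, cut at about 38% in these data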
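Test system: RD-HGA16 (CHO) cells co-expressing Gα16 and hTAAR1 / Benchmarks: DMSO vehicle as 0%, PEA at EC100 as 100% / Repeats: no replicates (n 1) / Measure: % activation from peak over basal fluorescence ratio, DMSO-to-PEA scaled / Timing: 17-24 h plating, Fluo-8 75 min 37 °C, 30 min RT / Technique: kinetic Fluo-8 calcium fluorescence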
M1 antag – human CHRM1 antagonism; P11229; CHO-K1 hM1, Fluo-8 calcium fluorescence, ACh EC80 antagonist; inhibition, % at 3 µM; actives 1.3% (n = 360,000);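 active = percent inhibition above its own plate's cutoff, namely the mean of that plate's compound wells plus 3 SD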;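 note: peak over basal fluorescence ratio during 140 s after agonist addition; 0% = ACh EC80 plus DMSO and 100% = DMSO alone without agonist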
CHO parental Ca – counter-screen for OX1R antagonists: effect in parental CHO cells; parental CHO-K1, ATP-induced calcium, Fluo-8 fluorescence; inhibition, % at 5.6 µM; actives 0.63% (n = 330,000);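 active = inhibition above that plate's mean sample inhibition plus 3 SD, cut at about 26% in these data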;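 note: 0% = ATP-challenged DMSO wells and 100% = DMSO wells without ATP; some compounds past the cut are filed as inactive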
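Material: parental CHO cells / Compound: single nominal dose of 5.6 µM per compound / Signal: Fluo-8 fluorescence / Replicates: singlicate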
CHO-K1 Ca antag – M1 antagonist counterscreen hit in parental CHO-K1 cells | ATP-induced calcium, Fluo-8 fluorescence | inhibition, % at 3 µM | actives 0.6% (n = 360,000);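 active = inhibition above a per-plate cutoff, the plate's mean sample inhibition plus 3 SD, cut at about 24% in these data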;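 note: 0% = DMSO plus EC80 ATP and 100% = DMSO alone without ATP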
Starred values were filed as active, the others as inactive; x = not tested or not shown. This is a random part of the collection, and some 4.4% of all compounds hit somewhere here.

SMILES | M1 ag | CHRM1 PAM | M1 PAM parental | M1 ag parental | TAAR1 antag | TAAR1 ag | M1 antag | CHO parental Ca | CHO-K1 Ca antag
Cc1nc2ccc(NC(=O)c3c(-c4ccccc4)noc3C)cc2s1 | 1 | 2 | 19 | 7.0 | 8 | 14 | -22 | -19 | -3
CCCCNc1c(-c2cccnc2)nc2nc(C)cc(C)n12 | x | x | 3 | 0.3 | -9 | 0 | x | x | -16
CCOC(=O)c1sc(=NC(=O)/C=C/c2cccs2)n(C)c1C | -1 | 1 | -11 | 0.2 | -11 | 4 | 7 | -19 | -6
CCCN(CCC)Cc1c(C(=O)N/N=C/c2ccco2)nnn1-c1nonc1N | -4 | 2 | 12 | 0.1 | -2 | 1 | -5 | -10 | -12
CC1Cc2cc(/C(O)=C3/C(=O)C(=O)N(CCCn4ccnc4)C3c3ccc([N+](=O)[O-])cc3)ccc2O1 (stereo unspecified) | -5 | 4 | 18 | 0.1 | -8 | 4 | -10 | x | -14
O=C(COC(=O)CSc1ccc2ccccc2c1)Nc1ccccc1OC(F)F | -7 | 11 | 16 | 2.0 | -7 | 2 | -8 | 17 | 0
O=C1S/C(=C\c2ccccc2)C(=O)N1CC(O)Cn1c2ccccc2c2ccccc21 (stereo unspecified) | -6 | -2 | 19 | 1.1 | -13 | 1 | -7 | -11 | -12
CCOc1ccc(N(CC(=O)NCc2ccccc2OC)S(C)(=O)=O)cc1 | 3 | 6 | 27 | 1.1 | 26 | 2 | 2 | -1 | -12
Nc1nc(SCC(=O)NCCN2CCOCC2)nc2sc3c(c12)CCC3 | -8 | 13 | 18 | 1.5 | -12 | 0 | -10 | -7 | -2
Cc1cc(NC(=O)CCC(=O)N(Cc2ccco2)C(C(=O)NC2CCCC2)c2ccccc2F)no1 (stereo unspecified) | -4 | 4 | 18 | 2.0 | 17 | 5 | -14 | -19 | -14
COc1ccc(C(=O)Oc2ccc(C(=S)N3CCOCC3)cc2)cc1 | -3 | 0 | 10 | 4.3 | -7 | 4 | 4 | -9 | -10
CC(C)(CN1CCOCC1)NS(=O)(=O)c1ccccc1 | -4 | 6 | 6 | 1.6 | -3 | 2 | -15 | 5 | -6
CC(C)(O)C#Cc1ccc(C(=O)NC(CCCNC(N)=O)C(=O)O)s1 (stereo unspecified) | -6 | 1 | 19 | 1.1 | -2 | 2 | 0 | 5 | -9
O=C(CCCCCn1c(=S)[nH]c2ccc(N3CCOCC3)cc2c1=O)NCc1ccc2c(c1)OCO2 | -7 | 0 | 13 | 0.3 | 8 | 5 | 2 | -12 | 8
Cc1ccc[n+](CC(=O)Nc2ccc(N(C)C)cc2)c1 | -9 | 0 | 0 | -0.2 | -8 | 3 | 2 | -11 | -4
COCCN1C(=O)C(=O)/C(=C(/O)c2ccc(S(=O)(=O)N3CCOCC3)cc2)C1c1ccc(O)cc1 (stereo unspecified) | -1 | 7 | 20 | 0.6 | -13 | 1 | -19 | -4 | -14
O=C(COC(=O)/C(=C/c1cccs1)c1cccs1)NCc1ccccc1Cl | -6 | -1 | 16 | 3.6 | 32 | -1 | 3 | -20 | 5
Cn1c2c(c(=O)n(C)c1=O)C(c1ccccc1F)C(C#N)=C(N)O2 (stereo unspecified) | -2 | 17 | 14 | 0.6 | 12 | 7 | -11 | -13 | -2
CN(C(=O)c1cccc(N2C(=O)C3C4C=CC(C4)C3C2=O)c1)C1CCCCC1 (stereo unspecified) | -1 | 4 | 11 | 1.6 | -23 | 4 | -9 | -24 | -22
Cc1ccccc1NC(=S)NCC1CCC(CNC(=S)Nc2ccccc2C)CC1 (stereo unspecified) | -4 | -2 | -27 | 2.1 | -5 | 14 | 5 | -13 | 16
O=C1C=C(c2cnc3ccccc3c2)C[C@@H](c2ccc3c(c2)OCO3)C1 | -4 | -3 | 30 | 0.8 | 10 | 11 | -11 | -25 | -13
COc1cc(/C=N/NC(=S)NC2CC3CCC2C3)ccc1O (stereo unspecified) | 0 | 4 | 12 | 2.0 | -5 | -2 | -7 | -17 | -5
CC(C)c1ccc(/C=C2\SC(=S)N(CCC(=O)N3CCCCC3CCO)C2=O)cc1 (stereo unspecified) | -7 | -5 | 16 | 0.4 | 36 | 1 | -4 | -46 | -18
O=c1oc2ccccc2c(N2CCCC2)c1[N+](=O)[O-] | -4 | 7 | 17 | -0.1 | 3 | 3 | 1 | -3 | -8
CC(C)Oc1ccc(C(=O)NC2CCSc3ccccc32)cc1 (stereo unspecified) | -6 | 6 | 19 | -0.1 | 12 | 2 | -4 | -4 | -14
CCOC(=O)c1c[nH]n2c(=S)ncnc12 | -1 | 2 | 15 | 0.8 | -6 | 4 | -5 | x | -2
CCN1CCN(C(c2cccnc2)c2c(NC(=O)c3ccco3)sc(C)c2C)CC1 (stereo unspecified) | -6 | 8 | 32 | 1.3 | -5 | 1 | -12 | -5 | -8
O=C(COc1ccccc1C(=O)O)NC1CCCc2ccccc21 (stereo unspecified) | -6 | 9 | 7 | 1.2 | -4 | 1 | -4 | -4 | -29
N#Cc1c(Nc2cccc(F)c2)sc2c(O)cc(=O)[nH]c12 | -6 | 9 | 21 | 1.0 | 12 | 0 | -3 | -17 | -12
Cc1cc(SCc2cccc([N+](=O)[O-])c2)nc(=O)[nH]1 | -4 | -8 | -16 | 0.4 | -30 | 0 | 25 | 22 | -4
CSc1nnc(-c2cc3ccccc3cc2O)n1C | -2 | 2 | 13 | 2.1 | -2 | 21 | -19 | -9 | -14
Cc1cccc(N2C(=O)C3CCCN3C2=S)c1C (stereo unspecified) | 0 | 15 | 19 | 0.3 | 3 | -2 | -14 | -14 | -7
O=S(=O)(c1ccc(Br)cc1)c1nc(-c2ccccc2)oc1N1CCOCC1 | -2 | 1 | 5 | 0.6 | -41 | 0 | 16 | -1 | -6
CCCCCCNC(=O)c1ccc(Br)o1 | -9 | 8 | -1 | -0.6 | 4 | 17 | -13 | -10 | -7
COc1ccc(OC)c(-c2c(C#N)c(N)nc3c2c(=O)nc2sccn23)c1 | 0 | 2 | -2 | 0.0 | -9 | 0 | 3 | 16 | -17
COc1ccc(CN2C(=O)C(CC(=O)NC(c3ccccc3)c3ccccc3)CC(C(=O)N(C)C)=C2C)cc1 (stereo unspecified) | -6 | 8 | 24 | 0.2 | -31 | 1 | -14 | x | -25
CC1=C(C(=O)Nc2ccccn2)C(c2ccccc2Cl)NC(=S)N1 (stereo unspecified) | -4 | -2 | -4 | 0.5 | -19 | 6 | -1 | -6 | 0
CCN(CC)C(=O)Cn1c(=O)n(CC(=O)N2CCCCC2)c(=O)c2sccc21 | 3 | 4 | 11 | 0.4 | -2 | 7 | -6 | -8 | -6
O=C(NCc1ccccc1)NC1(C(=O)N2CCN3CCCC3C2)CCCCC1 (stereo unspecified) | 2 | 5 | 17 | 0.5 | -2 | -2 | -9 | -9 | 3
CC(=O)N1CC(C)Sc2ccc(S(=O)(=O)NCCc3cccc(C)c3)cc21 (stereo unspecified) | 2 | -13 | -20 | 13 | 12 | 5 | 24 | 19 | 5
CCS(=O)(=O)N1Cc2cc(C(=O)N(C)C)nc(-c3cccc(-c4ccc(F)cc4)c3)c2[C@H]1CCO | x | x | 0 | 0.0 | -22 | 2 | x | x | 15
COCCNC(=O)C(c1ccc(C)cc1)N(C(=O)CCC(=O)Nc1ccccn1)c1ccc(C)cc1 (stereo unspecified) | 4 | 22 | 10 | 0.1 | 9 | 5 | -14 | -23 | -3
CCn1c(/C=C/c2cc[n+](C)cc2)nc2ccccc21 | 4 | 9 | 2 | 0.5 | -7 | 2 | -10 | -3 | -7
Cc1ccc(C)c(N2CCN(C(=O)C3CCN(c4nnc(N5CCCC5=O)s4)CC3)CC2)c1 | -3 | -3 | 3 | 1.4 | -6 | 2 | 6 | -19 | -1
CC1CC(C(O)c2ccccn2)C(=O)C(C(O)c2ccccn2)C1 (stereo unspecified) | -1 | 6 | 9 | 0.0 | -17 | 6 | -5 | x | -6
CCN(CC)S(=O)(=O)c1ccc2oc(C(=O)O)c(C)c2c1 | -1 | 2 | -3 | 0.1 | 8 | 4 | -4 | -7 | -5
CC(=O)Oc1ccc2c(c1)OC(c1ccccc1)CC21CC(C)(C)NC(=O)N1 (stereo unspecified) | -4 | 8 | 28 | 1.0 | -20 | 6 | -4 | -19 | -8
COc1ccc(C)cc1Nc1n[n+](-c2ccccc2)c(-c2ccc(SC)cc2)s1 | -9 | 14 | 0 | -0.4 | 8 | 1 | -14 | -20 | -11
c1csc(C2Nc3cccc4cccc(c34)N2)c1 | -2 | -3 | 0 | -0.1 | 6 | 4 | 4 | -11 | 21

By substructure: the entries above with an aryl methoxy group.
SMILES | M1 ag | CHRM1 PAM | M1 PAM parental | M1 ag parental | TAAR1 antag | TAAR1 ag | M1 antag | CHO parental Ca | CHO-K1 Ca antag
CCOc1ccc(N(CC(=O)NCc2ccccc2OC)S(C)(=O)=O)cc1 | 3 | 6 | 27 | 1.1 | 26 | 2 | 2 | -1 | -12
COc1ccc(C(=O)Oc2ccc(C(=S)N3CCOCC3)cc2)cc1 | -3 | 0 | 10 | 4.3 | -7 | 4 | 4 | -9 | -10
COc1cc(/C=N/NC(=S)NC2CC3CCC2C3)ccc1O (stereo unspecified) | 0 | 4 | 12 | 2.0 | -5 | -2 | -7 | -17 | -5
COc1ccc(OC)c(-c2c(C#N)c(N)nc3c2c(=O)nc2sccn23)c1 | 0 | 2 | -2 | 0.0 | -9 | 0 | 3 | 16 | -17
COc1ccc(CN2C(=O)C(CC(=O)NC(c3ccccc3)c3ccccc3)CC(C(=O)N(C)C)=C2C)cc1 (stereo unspecified) | -6 | 8 | 24 | 0.2 | -31 | 1 | -14 | x | -25
COc1ccc(C)cc1Nc1n[n+](-c2ccccc2)c(-c2ccc(SC)cc2)s1 | -9 | 14 | 0 | -0.4 | 8 | 1 | -14 | -20 | -11

Screening data: PubChem BioAssay, The Scripps Research Institute Molecular Screening Center
